High-throughput results (PubChem BioAssay)
PME-1 inh = blocks human protein phosphatase methylesterase 1; Q9Y570; recombinant PME-1, FP-Rh probe fluorescence polarization; inhibition, % at 5.9 µM; hit rate 0.53% among 320,000; AID 2130;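 active = inhibition above the campaign mean of all compounds plus 3 SD, cut at about 26% in these data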;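 also: competitive labeling of PME-1 active site by serine hydrolase directed probe; 0% = PME-1 with DMSO and 100% = wells lacking PME-1 enzyme; inhibitors block probe labeling so polarization falls and inhibition rises; many of its hits are not listed in these tables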
PAD4 inh = inhibitors of human PAD4; inhibition, % at 6.36 µM; Q9UM07; AID 485272; hit rate 0.41% among 330,000; recombinant PAD4, RCA probe fluorescence polarization;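 active = percent inhibition above a cutoff equal to the mean of all tested compounds plus 3 SD, cut at about 15% in these data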;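 also: 0% = PAD4 with RCA probe and DMSO and 100% = probe without PAD4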
MEX-5 binding = C. elegans MEX-5 TCR-2 RNA binding activity; Q9XUB2; MEX-5/FITC-TCR2 RNA binding, fluorescence polarization; active compounds read low; activity score (negative = inhibition of binding), % at 10 µM; hit rate 0.38% among 300,000;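 active = inhibition past about -25% in most replicates, and total fluorescence under double the plate's negative control median, limit read from the data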;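 also: 0% = DMSO and -100% = 5 µM competing unlabeled TCR2 RNA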
TPT1 inh = inhibitors of Candida albicans tRNA 2'-phosphotransferase TPT1; AID 1962; recombinant caTPT1, FP RNA substrate dephosphorylation; hit rate 0.81% among 300,000; inhibition, % at 5 µM;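 active = inhibition above the mean of all tested compounds plus 3 SD, set per screening campaign, cut at about 24% in these data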;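 also: plate controls were DMSO alone for no effect and ferristatin control at 100 nM for full effect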
Bcl-xL primary = inhibitors of human Bcl-xL | Q07817 | GST-Bcl-xL / FITC-Bim BH3 peptide fluorescence polarization | inhibition, % at 10.9 µM | hit rate 0.7% among 320,000;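 active = inhibition above the mean of all tested compounds plus 3 SD, cutoff set per campaign, cut at about 30% in these data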;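 also: 0% = DMSO wells and 100% = unlabeled Bim-BH3 peptide competitor; inhibitors lower millipolarization by displacing the labeled peptide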
Target sequence (Q07817 whole entry, looked up): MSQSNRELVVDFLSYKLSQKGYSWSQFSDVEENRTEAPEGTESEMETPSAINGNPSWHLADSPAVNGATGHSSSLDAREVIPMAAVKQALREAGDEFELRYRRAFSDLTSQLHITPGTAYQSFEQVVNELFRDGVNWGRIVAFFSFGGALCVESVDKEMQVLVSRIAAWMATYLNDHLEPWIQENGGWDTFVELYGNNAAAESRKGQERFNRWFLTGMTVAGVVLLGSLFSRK
GSTO1 counter = GSTO1 inhibition, counter-screen for RBBP9 inhibitors | recombinant GSTO1, activity-based probe fluorescence polarization | inhibition, % at 5.96 µM | hit rate 1.1% among 300,000;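 active = inhibition above the campaign mean inhibition plus 3 SD, cut at about 35% in these data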;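 also: 0% = GSTO1-1 with DMSO and 100% = wells lacking GSTO1-1 enzyme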
Target sequence (P78417 whole entry, looked up): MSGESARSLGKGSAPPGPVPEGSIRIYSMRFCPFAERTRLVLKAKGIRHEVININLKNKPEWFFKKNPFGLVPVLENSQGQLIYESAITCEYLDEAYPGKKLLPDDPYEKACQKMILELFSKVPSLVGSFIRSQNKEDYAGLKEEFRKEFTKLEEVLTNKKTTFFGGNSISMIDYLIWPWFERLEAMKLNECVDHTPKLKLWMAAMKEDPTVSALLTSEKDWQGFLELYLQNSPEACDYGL
GLD-1 TGE inh = GLD-1-TGE RNA interaction inhibition (C. elegans). inhibition, % at 5.96 µM. purified GLD-1 + fluorescein TGE RNA, fluorescence polarization. hit rate 0.44% among 320,000. AID 2280;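 active = percent inhibition above a per-plate cutoff, the plate mean of test compounds plus 3 SD, cut at about 30% in these data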;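 also: 0% = DMSO wells with GLD-1 and probe and 100% = wells lacking GLD-1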
Target sequence (Q17339 whole entry, looked up): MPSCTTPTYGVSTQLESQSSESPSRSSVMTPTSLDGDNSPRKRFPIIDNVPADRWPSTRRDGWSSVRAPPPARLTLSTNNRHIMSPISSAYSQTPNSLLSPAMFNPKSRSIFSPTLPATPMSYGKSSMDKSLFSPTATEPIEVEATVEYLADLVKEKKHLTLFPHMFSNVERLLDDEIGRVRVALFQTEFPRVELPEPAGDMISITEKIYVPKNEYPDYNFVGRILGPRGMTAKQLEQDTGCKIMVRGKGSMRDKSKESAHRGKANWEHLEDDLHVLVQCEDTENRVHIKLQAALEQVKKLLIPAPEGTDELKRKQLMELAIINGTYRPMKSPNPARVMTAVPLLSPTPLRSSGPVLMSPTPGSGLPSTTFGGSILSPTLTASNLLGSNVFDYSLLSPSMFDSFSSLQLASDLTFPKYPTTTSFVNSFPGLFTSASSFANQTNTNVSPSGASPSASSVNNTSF
Fam108B inh = Fam108B inhibition, counter-screen for RBBP9 inhibitors. AID 1947. hit rate 0.33% among 300,000. recombinant Fam108B, FP-Rh probe fluorescence polarization. inhibition, % at 9.51 µM;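 active = inhibition above the screen mean inhibition plus 3 SD, computed separately per campaign, cut at about 18% in these data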;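 also: inhibitors lower polarization as less probe binds the enzyme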
MCL1-BIM inh = inhibitors of human MCL1 binding to BIM-BH3 peptide; AID 2057; GST-MCL1 / FITC-Bim-BH3 fluorescence polarization; hit rate 0.68% among 320,000; inhibition, % at 10.9 µM; Q07820;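 active = inhibition above the mean inhibition of all tested compounds plus 3 SD, set per campaign, cut at about 40% in these data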;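 also: 0% = DMSO wells and 100% = unlabeled Bim-BH3 peptide control; higher means more loss of mP so more displacement of Bim peptide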
An asterisk follows results filed as active; . = no result given. Not all compounds are listed; rates above refer to the full screens.

The line under a structure holds: PME-1 inh	PAD4 inh	MEX-5 binding	TPT1 inh	Bcl-xL primary	GSTO1 counter	GLD-1 TGE inh	Fam108B inh	MCL1-BIM inh
- O=C(NCc1ccco1)c1ccccc1
→ -2	4	-1.2	0	5	-2	3	0	-8
- COc1ccccc1N1CCN(C(=O)CCc2nnc3ccc(N4CCCC4)nn23)CC1
→ 0	0	-0.6	-2	1	2	4	3	4
- CCOC(=O)COc1ccccc1C1Nc2ccccc2C(=O)N1c1cccc(Cl)c1 (configuration not stated)
→ 7	1	-2.0	-1	8	-13	9	2	3
- CC(C)c1ccc(N2C(=O)[C@@H]3Cc4ccccc4CN3C2=O)cc1
→ -4	2	1.3	0	0	-3	6	-2	1
- N/C(=N\S(=O)(=O)c1ccc(Cl)cc1)N1CCOCC1
→ -1	2	1.7	-3	3	8	4	4	-2
- CCOC(=O)c1c(Nc2ccccc2N)cc(C)nc1C
→ -3	2	.	-3	5	1	6	0	4
- O=C(CCSc1nnc2ccc3ccccc3n12)Nc1ccc(F)cc1
→ 5	0	0.1	-4	0	-3	-4	5	0
- O=C(c1ccc2snnc2c1)N1CCN(c2ccccn2)CC1
→ -15	2	-1.4	-1	0	10	4	0	4
- Cc1ccnc(NCc2ccc(Cl)cc2)c1
→ 0	-5	1.7	0	3	-2	0	3	-1
- CCC1CCCCN1CCCNC(=O)CCNC(=O)Cn1cnc2ccccc2c1=O (configuration not stated)
→ 3	-6	2.4	1	4	2	3	0	5
- CCn1nc(C(=O)Nc2ccc(S(=O)(=O)Nc3nccs3)cc2)c2ccccc2c1=O
→ 0	-1	-4.7	31*	-4	-11	-42	1	-23
- Cc1cc(C)nc(Oc2ccc(Br)cc2Br)n1
→ 9	4	1.5	2	7	2	-2	-3	-2
- O=C(NCc1ccccc1)[C@H]1C[C@@H]1[C@H](NP(=O)(c1ccccc1)c1ccccc1)c1ccccc1
→ 4	-2	1.4	0	1	6	-1	3	-4
- CS(=O)(=O)N(CC(=O)NC1CCCC1)c1ccc(Oc2ccccc2)cc1
→ -8	5	-3.2	-2	-8	-3	6	-12	-7
- O=c1oc2ccccc2c(NC2CCCCC2)c1NS(=O)(=O)c1ccc(F)c(Cl)c1
→ 3	1	0.2	-2	-2	0	4	0	-7
- Cc1cc(C)c(C)c(S(=O)(=O)N2CCN(C(=O)CCc3nc4ccccc4c(=O)[nH]3)CC2)c1C
→ 10	-5	-3.3	0	3	-7	-3	1	4
- CC(C)(C)c1ccc(C(=O)NC(=S)NCC2CCCO2)cc1 (configuration not stated)
→ -3	0	-0.8	1	-1	1	-1	-3	4
- Cc1cccc(C)c1NC(=S)N(Cc1ccco1)C1CCN(C(C)C)CC1
→ -3	-3	-2.6	1	4	-1	5	0	9
- CCS(=O)(=O)N1CCC(C(=O)Oc2ccccc2)CC1
→ 5	-1	-2.7	0	-1	1	6	3	8
- CCN(CC)C(=O)CN1C(=O)C2CC=C(Cl)CC2C1=O (configuration not stated)
→ 2	-2	-9.7	-7	16	4	12	4	21
- O=C(Nc1ccc(Cl)cc1)N1CCC(c2nc(-c3ccc(F)cc3)no2)CC1
→ -11	1	4.4	1	-4	-8	1	-3	-1
- CCOc1ccc2nc(NCCNS(=O)(=O)c3ccccc3)c(C#N)cc2c1
→ 0	-11	-3.3	-4	25	5	11	5	12
- CCOc1cccc(C(=O)Nc2ccccc2C(=O)N2CCN(C)CC2)c1
→ -1	-3	-2.7	1	5	1	8	0	17
- O=C(C1CCN(c2ncnc3c2nc2n3CCCCC2)CC1)N1CCN(c2ccccc2F)CC1
→ -7	-7	1.8	-4	6	-6	-2	-1	5
- COc1ccc(-c2cc(C(=O)N3CCCC3)c3ccccc3n2)cc1OC
→ 2	4	-1.0	-2	4	-1	4	-1	1
- CCc1cc2c(NCc3ccco3)ncnc2s1
→ 1	1	-1.2	0	0	1	5	4	-4
- O=S(=O)(c1ccc(F)c(F)c1F)N1CCN(C(=S)Nc2ccccc2)CC1
→ -6	-2	-0.7	0	1	1	-4	-2	-6
- Cc1csc(NC(=O)/C=C/c2ccc3c(c2)OCO3)n1
→ -25	-6	-0.3	-2	2	1	0	-2	-2
- CCc1cc(=O)oc2cc(OCC(=O)NC3CC(C)(C)NC(C)(C)C3)ccc12
→ 0	3	1.5	-3	5	-1	5	1	2
- COc1ccccc1N(C)S(=O)(=O)c1ccc(Cl)c(C(=O)NNC(=O)c2ccccc2O)c1
→ 8	0	-1.6	3	1	-3	-5	2	-3
- Cc1ccc2c3c([nH]c2c1)C(=O)CC(C)(C)S3
→ 5	3	1.3	-1	6	12	-3	7	11
- Nc1c(-c2ccc(F)cc2)cnc2ncnn12
→ 0	6	-1.5	0	0	-3	1	0	5
- Cc1onc(-c2c(Cl)cccc2Cl)c1C(=O)n1nnc2ccccc21
→ 4	-6	-0.8	0	6	-3	6	1	3
- CC(C)C(=O)N1CCN(c2nc(-c3ccccc3)c3c(c2C#N)CC(C)(C)OC3)CC1
→ 8	-1	0.8	-6	0	8	6	-2	1
- COc1ccc(CN2CCNC(=O)C2CC(=O)NCCN2CCCCC2=O)c(F)c1 (configuration not stated)
→ 8	-7	-4.3	-5	11	2	21	-7	13
- CCOC(=O)c1cc(NC(=O)c2cc(C)on2)cc(C(=O)OCC)c1
→ 1	2	.	1	1	-4	5	1	6
- CCN1C(=O)OC2(CCCCC2)C1(C)O (configuration not stated)
→ 0	-9	.	-1	2	-8	-6	12	3
- CCN1CCN(c2ccc(S(=O)(=O)N3CCCCC3)cc2NC(=O)c2cccc(C)c2[N+](=O)[O-])CC1
→ 5	-2	1.2	1	-7	7	12	1	-3
- CCCCNC(=O)CCCCC(=O)N/N=C/c1ccccc1Cl
→ 2	-1	0.2	3	1	2	-8	0	-2
- CCOc1ccc(NC(=O)CSc2nnc(CCNC(=O)c3ccc(OC)cc3)n2CC)cc1
→ 2	-3	.	1	-1	1	3	0	1
- NNc1nc2ccc(Cl)cc2s1
→ 16	3	-0.6	1	-2	0	2	2	0
- O=C(NCC1CC1)Nc1ccc(Cl)cc1
→ -7	0	0.7	-3	2	10	2	-3	3
- CC(C)NCCCCOc1ccc(Br)cc1Cl
→ 1	0	-0.6	0	1	-1	-1	2	-13
- Cc1ccc2nc(C)cc(C(=O)OCC(=O)Nc3cccnc3Cl)c2c1
→ -2	-1	1.3	3	4	11	-1	0	0
- CCOc1ccc(C(=O)NCC(=O)NCCOc2ccc(C)cc2)cc1
→ -5	-3	0.3	-1	7	3	-15	1	10
- Cc1ccc(C2NC(=O)c3c(sc4c3CCN(C)C4)N2)s1 (configuration not stated)
→ 3	-11	-7.4	64*	13	1	-34	0	-7
- CC(=O)Nc1c2c(nn1-c1ccccc1)CS(=O)C2 (configuration not stated)
→ 4	0	2.9	2	0	3	-12	1	0
- CCOC(=O)C1(CCOc2ccccc2)CCN(Cc2ccc(OC)c(O)c2)CC1
→ 1	-6	-2.3	-1	-14	1	2	-6	-19
- COc1ccc(C(CNC(=O)c2ccc(S(=O)(=O)N3CCCC3)cc2)N2CCOCC2)cc1 (configuration not stated)
→ 1	-6	1.6	-1	1	-3	3	-1	-9
- COc1cc(/C=C2\CCCc3c2nc2ccccc2c3C(=O)O)cc(Br)c1O
→ 2	-5	-0.2	4	7	-2	4	1	8
- CN(C)CCNC(C(=O)Nc1cc(Cl)cc(Cl)c1)c1ccccc1 (configuration not stated)
→ 0	2	-1.2	-1	6	-1	0	-1	3
- O=C(Nc1cc(-c2ccccc2)[nH]n1)c1ccccc1F
→ -5	7	2.3	-7	1	-1	-1	0	7
- COc1ccc(CN2CCN(Cc3ccccc3C(F)(F)F)CC2)c(OC)c1
→ -3	0	-1.4	0	2	-4	6	0	2
- C(=N\Nc1ncnc2sc3c(c12)CCC3)/c1cccs1
→ 8	-5	-8.1	0	-4	4	2	2	-6
- O=C(CN1CCOCC1)Nc1ccc([N+](=O)[O-])cc1Br
→ -2	-9	-1.9	-1	-13	0	-2	-10	-11
- Cc1nc(SCCO)c([N+](=O)[O-])[nH]1
→ 6	2	-6.7	2	3	3	6	-2	-2
- C=CCn1c(SCC(=O)c2ccc(Cl)s2)nc2ccccc2c1=O
→ 6	2	-0.7	1	3	-4	-1	-4	4
- CC(=O)c1ccc(NC(=O)CSc2nc(N)c3cc4c(nc3n2)CCCC4)cc1
→ -8	-4	-2.7	5	-2	-6	4	-10	-6
- CCOC(=O)c1ccc[n+](CC(=O)c2ccc(OC)cc2)c1
→ -1	-1	3.0	-1	4	3	-4	6	-4
- CN=C1CC(C)(C)CC(=O)/C1=C(/O)CCCN1C(=O)c2ccccc2C1=O
→ 4	1	-0.7	-2	7	1	5	-8	3

More entries.
The line under a structure holds: PME-1 inh	PAD4 inh	MEX-5 binding	TPT1 inh	Bcl-xL primary	GSTO1 counter	GLD-1 TGE inh	Fam108B inh	MCL1-BIM inh
- CC1(C)CC2CC(C)(CN2C(=O)COC(=O)c2ccc(Cl)cc2N)C1 (configuration not stated)
→ 4	2	1.6	4	4	8	4	-2	-11
- O=C(CSc1n[nH]c(=O)n1-c1cccnc1)Nc1ccccc1
→ 2	5	-1.6	-3	3	1	4	3	-1
- O=[N+]([O-])c1ccc(N2CCN(S(=O)(=O)c3ccccc3)CC2)cc1NCC1CCCO1 (configuration not stated)
→ 0	0	2.3	2	6	2	1	-2	8
- Cc1c(-c2nnnn2-c2ccc(F)cc2)cnc2cc3c(cc12)OCO3
→ 0	0	2.8	2	6	1	4	1	3
- COc1ccc(NC(=O)CN(C)S(=O)(=O)c2cnc[nH]2)cc1
→ 7	0	-3.6	-1	2	3	0	0	-3
- CC(C)=NOC(=O)c1ccc(-c2ccccc2)cc1
→ 5	0	1.0	-3	0	0	-2	1	11
